Bioassay records (PubChem)
PAFAH1B3 FP inh: PAFAH1B3 enzyme inhibitors, primary screen, biochemical, fluorescence polarization, human; recombinant PAFAH1B3, FP-rhodamine probe; inhibition, % at 3.39 µM; 340,000 tested, 0.28% active; AID 492972, 2010;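 active means inhibition above the screen-wide average of all tested compounds plus 3 SD, cut at about 25% in these data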;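 further: 0% = enzyme with DMSO only and 100% = wells lacking PAFAH1B3 protein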
Target sequence (Q15102 whole entry, looked up): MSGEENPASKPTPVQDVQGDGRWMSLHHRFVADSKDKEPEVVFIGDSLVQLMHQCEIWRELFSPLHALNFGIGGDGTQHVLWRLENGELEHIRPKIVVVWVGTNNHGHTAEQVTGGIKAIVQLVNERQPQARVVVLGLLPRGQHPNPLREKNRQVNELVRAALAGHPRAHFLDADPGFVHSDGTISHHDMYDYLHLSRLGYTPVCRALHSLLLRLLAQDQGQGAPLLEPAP
PAFAH1B2 FP inh: PAFAH1B2 enzyme inhibitors, primary screen, biochemical, fluorescence polarization, human; Platelet-activating factor acetylhydrolase IB subunit alpha2 (Homo sapiens), P68402; recombinant PAFAH1B2, FP-rhodamine activity probe; inhibition, % at 3.39 µM; 340,000 tested, 1.2% active;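 active means inhibition above the mean of all tested compounds plus 3 SD, cut at about 24% in these data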;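 further: 0% = enzyme with DMSO and 100% = wells lacking PAFAH1B2; many of its hits are not listed in these tables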
PAFAH2 inh: PAFAH2 enzyme inhibitors, primary screen, biochemical, fluorescence polarization, human. inhibition, % at 3.39 µM. 340,000 tested, 0.99% active. recombinant PAFAH2, FP-rhodamine activity probe. AID 492956, 2010;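 active means inhibition above the mean over all tested compounds plus 3 SD, cut at about 30% in these data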;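 further: inhibitors block probe labeling of enzyme so polarization drops; 0% = enzyme with DMSO and 100% = wells lacking PAFAH2 protein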
PAD4 inh: human PAD4 inhibitors, primary screen, biochemical, fluorescence polarization, 1536-well format; Protein-arginine deiminase type-4 (Homo sapiens), Q9UM07; recombinant PAD4, RCA probe fluorescence polarization; inhibition, % at 6.36 µM; 330,000 tested, 0.41% active; AID 485272, 2010;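 active means percent inhibition above a cutoff equal to the mean of all tested compounds plus 3 SD, cut at about 15% in these data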;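 further: 0% = PAD4 with RCA probe and DMSO and 100% = probe without PAD4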
LYPLA1 counter: LYPLA1 inhibitors, primary screen, counter-screen for PME1 inhibitor project, biochemical, fluorescence polarization, FP-Rh probe ABPP; inhibition, % at 5.9 µM; Acyl-protein thioesterase 1 (Homo sapiens), O75608; 320,000 tested, 0.16% active; recombinant LYPLA1;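 active means inhibition above the mean of all tested compounds plus 3 SD, set per campaign, cut at about 14% in these data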;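 further: inhibitors block serine hydrolase probe labeling of LYPLA1 so polarization falls; 0% = enzyme with DMSO and 100% = wells lacking LYPLA1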
PREPL inhibitor: PREPL enzyme inhibitors, primary screen, biochemical, fluorescence polarization. Prolyl endopeptidase-like (Homo sapiens), Q4J6C6. recombinant PREPL, fluorescence polarization activity-based probe. inhibition, % at 5.96 µM. 320,000 tested, 0.68% active; in the data active means inhibition above about 43%;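 further: 0% = enzyme with DMSO and 100% = wells lacking enzyme; many of its hits are not listed in these tables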
LYPLA2 counter: LYPLA2 inhibitors, primary screen, counter-screen for PME1 inhibitor project, biochemical, fluorescence polarization, FP-Rh probe ABPP; Acyl-protein thioesterase 2 (Homo sapiens), O95372; recombinant LYPLA2; inhibition, % at 5.9 µM; 320,000 tested, 0.38% active; AID 2177, 2009;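 active means inhibition above the screen-wide mean plus 3 SD, limit set per campaign, cut at about 26% in these data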;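 further: 0% = LYPLA2 with DMSO and 100% = wells lacking LYPLA2 enzyme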
GSTO1 counter: inhibitors of recombinant GSTO1, primary screen, counter-screen for RBBP9 inhibitor project, biochemical, fluorescence polarization; Glutathione S-transferase omega-1 (Homo sapiens), P78417; 300,000 tested, 1.1% active; activity-based probe fluorescence polarization; inhibition, % at 5.96 µM;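 active means inhibition above the campaign mean inhibition plus 3 SD, cut at about 35% in these data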;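 further: 0% = GSTO1-1 with DMSO and 100% = wells lacking GSTO1-1 enzyme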
Target sequence (P78417 whole entry, looked up): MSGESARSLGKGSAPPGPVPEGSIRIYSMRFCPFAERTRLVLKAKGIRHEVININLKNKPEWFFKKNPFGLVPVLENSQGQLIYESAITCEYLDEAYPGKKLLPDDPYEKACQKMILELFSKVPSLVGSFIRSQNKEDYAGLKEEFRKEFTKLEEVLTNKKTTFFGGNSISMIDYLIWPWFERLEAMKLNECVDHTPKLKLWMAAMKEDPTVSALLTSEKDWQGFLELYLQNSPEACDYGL
pPAFAH FP inh: pPAFAH enzyme inhibitors, primary screen, biochemical, fluorescence polarization, human; inhibition, % at 3.39 µM; AID 463082, 2010; recombinant pPAFAH, FP-rhodamine probe fluorescence polarization; Platelet-activating factor acetylhydrolase (Homo sapiens), Q13093; 330,000 tested, 1.5% active;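 active means inhibition above the mean inhibition across the screen plus 3 SD, cut at about 25% in these data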;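 further: inhibitors block binding of the rhodamine activity-based probe so polarization drops; 0% = enzyme with DMSO and 100% = wells lacking pPAFAH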
Target sequence (Q13093 whole entry, looked up): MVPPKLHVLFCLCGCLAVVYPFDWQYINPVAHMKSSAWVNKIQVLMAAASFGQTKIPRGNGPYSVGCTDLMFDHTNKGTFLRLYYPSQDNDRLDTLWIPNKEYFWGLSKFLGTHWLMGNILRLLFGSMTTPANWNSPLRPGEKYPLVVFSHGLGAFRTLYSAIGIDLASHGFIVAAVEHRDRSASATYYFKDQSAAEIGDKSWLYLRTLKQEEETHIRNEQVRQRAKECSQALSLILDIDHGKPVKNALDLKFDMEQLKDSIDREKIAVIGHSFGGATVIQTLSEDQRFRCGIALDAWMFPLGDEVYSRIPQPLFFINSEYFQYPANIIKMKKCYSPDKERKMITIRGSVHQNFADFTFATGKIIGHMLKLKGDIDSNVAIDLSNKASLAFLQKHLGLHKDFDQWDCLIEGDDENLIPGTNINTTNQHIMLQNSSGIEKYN
The depositor's hits bear a star; / = no result given. This is a subset, so the mix of outcomes need not match the whole.

SMILES	PAFAH1B3 FP inh	PAFAH1B2 FP inh	PAFAH2 inh	PAD4 inh	LYPLA1 counter	PREPL inhibitor	LYPLA2 counter	GSTO1 counter	pPAFAH FP inh
COc1ccc(CCNC(=O)C(=O)c2cn(CC(=O)N3CCOCC3)c3ccccc23)cc1OC	5	4	12	4	1	0	4	0	2
CCCn1c(N)c(N2CCCCC2)c(=O)n(CC(=O)Nc2ccccc2C)c1=O	1	1	3	-3	2	-6	6	3	6
O=C(NCc1cccc(C(F)(F)F)c1)C1CC(c2ccccc2F)=NO1 (configuration not stated)	-3	6	-2	3	-1	-11	4	10	2
CC(C)CCNC(=O)NC(=O)CSc1ncccn1	9	6	0	-4	1	19	-4	-7	-3
CN(C)S(=O)(=O)N1CCc2ccc(NC(=O)c3ccc(C(F)(F)F)cc3)cc2C1	-6	5	4	0	-3	15	-2	1	1
Cc1cccc(N(Cc2ccccc2)C(=O)CN2C(=O)NC3(CCCC3)C2=O)c1	2	7	1	-6	5	8	7	/	-4
COC(=O)Cc1[nH]c(=O)[nH]c1C(=O)OC	2	2	-9	-2	2	12	5	3	4
NC(=O)C1CCN(Cc2nc(-c3ccccc3)no2)CC1	6	3	0	3	1	5	-2	0	3
CSc1nccc(Oc2cccc(C#N)c2)n1	10	5	4	5	-4	9	10	-5	-1
CCOC(=O)c1cc2oc(C(c3nnnn3C3CCCCC3)N3CCOCC3)cc2[nH]1 (configuration not stated)	6	8	-15	4	0	10	1	-3	1
Cc1nnsc1C(=O)NC(=O)Nc1ccc(F)c(Cl)c1	15	-1	4	-3	2	-7	2	1	-1
COc1ccc(C(C[N+](=O)[O-])c2c(-c3ccccc3)cc3ccccn23)c(OC)c1 (configuration not stated)	-5	-1	3	-8	-1	5	-1	1	8
CCN(CC)C(=O)CCS(=O)(=O)c1cccc2nonc12	-4	-1	-14	-4	0	14	-2	12	-3
Cc1ccc(C)c(NC(=O)CCn2nc(C)cc2C)c1	2	1	-4	3	0	-2	2	8	-4
CSCCC(C(=O)Nc1ccc2c(c1)OCO2)N1C(=O)c2ccccc2C1=O (configuration not stated)	-6	-1	-4	1	1	12	0	0	-2
C=CCNC(=O)/C(=C/c1cn(-c2ccccc2)nc1-c1cccc([N+](=O)[O-])c1)NC(=O)c1ccccc1	2	2	-2	-1	3	11	4	1	22
O=C(NCc1ccco1)C(c1ccccc1)N(Cc1ccccc1)C(=O)Cn1nnc2ccccc21 (configuration not stated)	3	4	-8	-1	2	1	-1	-7	5
Nc1c(C(=O)NCCc2ccc(Cl)cc2)sc2ccc(S(=O)(=O)N3CCCCC3)cc12	/	/	/	0	-3	26	-2	-7	2
CN(C)CCNC(=O)/C(=C/c1ccc(-c2ccc(Cl)cc2Cl)o1)NC(=O)c1ccccc1	4	-1	-1	-2	-4	-20	-1	-3	10
O=C1NC(N2CCOCC2)=N/C1=C/c1ccc2c(c1)OCO2	9	3	10	-3	2	-2	-1	-2	1

Looked up above.
LYPLA2 counter with `CCN(CC)C(=O)CCS(=O)(=O)c1cccc2nonc12` stands at -2
pPAFAH FP inh with `CN(C)CCNC(=O)/C(=C/c1ccc(-c2ccc(Cl)cc2Cl)o1)NC(=O)c1ccccc1` stands at 10
PAFAH1B2 FP inh with `COc1ccc(C(C[N+](=O)[O-])c2c(-c3ccccc3)cc3ccccn23)c(OC)c1` (configuration not stated) stands at -1
pPAFAH FP inh with `O=C1NC(N2CCOCC2)=N/C1=C/c1ccc2c(c1)OCO2` stands at 1
PAFAH1B3 FP inh with `Cc1nnsc1C(=O)NC(=O)Nc1ccc(F)c(Cl)c1` stands at 15
pPAFAH FP inh with `Cc1ccc(C)c(NC(=O)CCn2nc(C)cc2C)c1` stands at -4
LYPLA1 counter with `CSCCC(C(=O)Nc1ccc2c(c1)OCO2)N1C(=O)c2ccccc2C1=O` (configuration not stated) stands at 1

(more compounds)
SMILES	PAFAH1B3 FP inh	PAFAH1B2 FP inh	PAFAH2 inh	PAD4 inh	LYPLA1 counter	PREPL inhibitor	LYPLA2 counter	GSTO1 counter	pPAFAH FP inh
c1cc2c(cc1CNc1ccc(N3CCOCC3)cc1)OCO2	8	8	4	-4	/	57*	/	/	14
O=[N+]([O-])c1cc(C=Nc2ccc3ccccc3c2)ccc1Br	-17	5	3	-2	-3	29	2	14	2
COc1ccc(CN2CCNC(=O)C2CC(=O)NCC2CCOCC2)c(C)c1C (configuration not stated)	1	10	-6	1	1	10	4	0	0
Cc1nc(SCc2nc3c(C)cccc3[nH]2)c2oc3ccccc3c2n1	1	-1	-7	-2	/	0	/	/	-12
CCn1c(SCC(=O)N(C)C)nc2cc(S(=O)(=O)N3CCOCC3)ccc21	2	78*	8	-1	5	-3	4	3	1
Cc1nc(-c2ccc(C(=O)Nc3ccc(F)cc3)cc2)cs1	12	1	7	-1	-1	-6	3	-2	-1
CCCC[C@H]1COCCS(=O)(=O)N1Cc1ccc(F)cc1	-12	18	-2	-3	-1	19	2	3	0
CCCCN(C)C(=S)Nc1ccc2nc(N3CCN(CC)CC3)cc(C)c2c1	2	1	0	2	-3	8	-2	21	5
CCOc1ccc(NC2=C(Cl)C(=O)N(C3CCCCC3)C2=O)cc1	3	0	-2	0	1	-11	4	11	-2
N#C/C(=C(O)\C=C\c1ccccc1)c1nc2ccccc2[nH]1	9	6	10	-5	1	8	1	-10	7
O=C(CN(C(=O)CCC(=O)Nc1ccccn1)C1CCCC1)NCc1ccccc1	11	9	2	-1	1	4	5	5	6
CC(C)(C)c1ccccc1NC(=O)c1ccc(-n2cncn2)c([N+](=O)[O-])c1	0	-3	2	-2	-1	0	3	1	-1
O=C(O)c1ccc(S(=O)(=O)N2CCN(c3ccccn3)CC2)cc1	8	3	-2	1	1	-4	4	2	4
CCOc1ccc(N2CC(C(=O)Nc3nnc(CC)s3)CC2=O)cc1 (configuration not stated)	-2	1	2	-6	-2	9	-2	8	7
Cc1cc(C)cc(NC(=O)N2CCCC2C(=O)NCc2ccco2)c1 (configuration not stated)	7	1	1	1	0	1	-8	0	1
O=C(c1ccc2c(c1)OCO2)N(Cc1cccs1)C1(C(=O)NC2CCCCC2)CCCCC1	-1	-2	-5	-2	-1	8	2	0	7
Cc1cccc(-c2nc3ccccc3c(=O)n2NC(=O)/C=C/c2ccc([N+](=O)[O-])cc2)c1	-1	0	5	-4	-7	-10	-3	-4	-15
CC(C)(C)c1ccc(C(=O)NNC(=O)Cc2cccc3ccccc23)cc1	0	13	-1	0	0	5	-2	-1	3
CC(C)Oc1ccc(C2CC(=O)N(C)C2=O)cc1 (configuration not stated)	7	1	-1	3	-1	7	7	5	7
CCOc1ccc(N(Cc2cc3cc(C)ccc3[nH]c2=O)C(=O)COC)cc1	2	3	0	-2	1	7	3	-6	-2

Three compounds out of the list, sorted by length of the SMILES, rising.
SMILES	PAFAH1B3 FP inh	PAFAH1B2 FP inh	PAFAH2 inh	PAD4 inh	LYPLA1 counter	PREPL inhibitor	LYPLA2 counter	GSTO1 counter	pPAFAH FP inh
Cc1cc(C)cc(NC(=O)N2CCCC2C(=O)NCc2ccco2)c1 (configuration not stated)	7	1	1	1	0	1	-8	0	1
O=C(O)c1ccc(S(=O)(=O)N2CCN(c3ccccn3)CC2)cc1	8	3	-2	1	1	-4	4	2	4
CC(C)(C)c1ccccc1NC(=O)c1ccc(-n2cncn2)c([N+](=O)[O-])c1	0	-3	2	-2	-1	0	3	1	-1

(further entries)
SMILES	PAFAH1B3 FP inh	PAFAH1B2 FP inh	PAFAH2 inh	PAD4 inh	LYPLA1 counter	PREPL inhibitor	LYPLA2 counter	GSTO1 counter	pPAFAH FP inh
O=C(CSc1nnc2c(n1)[nH]c1ccc(S(=O)(=O)N3CCOCC3)cc12)Nc1ccccc1Cl	-17	1	-6	-7	-2	-6	-10	-23	3
O=S(=O)(Nc1ccccn1)c1ccc(C(F)(F)F)cc1Cl	11	5	6	1	-1	5	1	0	-1
CCOc1ccc(NC(=O)CN2CCC(n3cnc4cc(F)ccc43)CC2)cc1	/	/	/	8	3	7	16	-1	-1
COc1cccc(/C=N/NC(=O)CNC(=O)CCc2ccccc2)c1O	4	2	0	1	3	20	1	0	-4
Cc1ccc(CNC(=O)Cc2nc3nc(C)cc(C)n3n2)cc1	6	-6	-12	-3	-4	13	-11	12	-3
CSCCC(C(=O)N(C)CC(=O)Nc1cccc(F)c1)N1C(=O)c2ccccc2C1=O (configuration not stated)	7	4	0	-7	-2	9	-4	/	-1
COc1cc(NC(=O)COC(=O)c2cc(S(=O)(=O)N3CCOCC3)ccc2F)cc(OC)c1	5	-1	0	-4	/	11	/	/	5
Cc1ccc(SCC(=O)Nc2cccc(S(=O)(=O)N3CCOCC3)c2)cc1C	4	10	1	1	-6	13	0	/	4
Nc1nc(-c2cccnc2)nc(N2CCCCC2)n1	0	8	2	3	-3	2	-3	1	1
O=C(N[C@@H](Cc1ccccc1)C(=O)O)c1ccncc1	4	10	-2	-4	-3	9	-6	5	6
CN(c1ncc(C(F)(F)F)cc1Cl)n1cc(C(=O)O)c2ccccc2c1=O	10	4	-12	2	1	0	0	2	2
CC(C)(C)c1cc(NCCCn2ccnc2)n2ncc(-c3ccccc3)c2n1	/	/	/	1	-1	16	5	3	7
Cc1cc(N2CCN(c3nc4ccccc4s3)CC2)n2ncnc2n1	-6	-1	-3	-1	0	13	2	6	1
CCOc1ccc(CNS(=O)(=O)c2ccc3c(c2)CC(=O)N3C)cc1	3	4	4	-1	0	-10	5	2	4
Cc1ccccc1OCC(=O)OCC(=O)NCc1ccccc1Cl	0	-2	2	9	/	-6	/	/	4
CSc1ccc(S(=O)(=O)NCc2ccccc2Cl)cc1	6	5	3	3	2	-12	-3	-2	-1
CN(C)c1ccnc2sc3c(=O)n(Cc4ccccc4)cnc3c12	-1	4	2	-5	-5	2	-2	-1	-3
Cn1c(SCC(=O)Nc2ccc3c(c2)OCCO3)nnc1-c1cccnc1	10	2	-1	0	-2	13	-2	1	-2
Cc1c(C)n(C)c2ccc(C(=O)NCCCN3CCCCC3C)cc12 (configuration not stated)	4	-1	-4	-2	4	24	0	3	-1
CS(=O)(=O)Nc1cccc(C2=NN(S(=O)(=O)c3ccccc3)C(c3ccco3)C2)c1 (configuration not stated)	7	2	11	-4	-2	-17	-4	5	1
CCOc1ccc(S(=O)(=O)Nc2cccnc2)cc1	-3	-4	-1	0	2	2	1	-5	3
